Screening data: PubChem, National Center for Advancing Translational Sciences (NCATS)
TRPV1 ag – activates the human vanilloid receptor TRPV1 | Q8NER1 | activation, % at 8.33 µM | actives 0.19% (n = 320,000) | TRPV1-expressing cells, Fluo-8 calcium influx, agonist mode; in the data active = activation above about 80%; inconclusive = between about 30% and that limit; note: 0% is about no effect
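Fluo-8 calcium influx in TRPV1-expressing cells, kinetic read (ex 480/em 520 nm). Compound added and read 3 min for agonist activity, followed by capsaicin at EC20 final and 2 min further read for enhancement.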
KCNH2 3.1 block – inhibitors of human KCNH2 3.1 potassium channel isoform. U2OS KCNH2 3.1, thallium flux FluxOr; hits give low values. activity change, % (tested at about 1.8 µM). actives 0.95% (n = 340,000). AID 720553;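 active = maximum activity change below -70%; inconclusive = maximum activity change from -70% to -50%; inactive = maximum activity change above -50%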;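 note: thallium influx rate constant from kinetic fluorescence after stimulation buffer; % is set by controls: 0 for no effect and ±100 for the full control effect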
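Virally transduced U2OS (3.1 isoform, 4 h infection in dark at RT) → overnight 37 C → FluxOr + Red40 in HBSS/HEPES, 45 min → stimulation buffer, 2 min kinetic read → rate constant vs DMSO controls.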
hERG WT inh – inhibitors of human wildtype KCNH2 potassium channel. Q12809. actives 0.37% (n = 340,000). U2OS, BacMam KCNH2, thallium flux FluxOr; hits give low values. AID 720551. activity change, % at 1.84 µM;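 active = maximum activity change below -70%; inconclusive = maximum activity change between -70% and -50%; inactive = maximum activity change above -50%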; note: % is set by controls: 0 for no effect and ±100 for the full control effect
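U2OS cells were transduced with wild-type KCNH2 virus (2.03 x 10^8 / mL) for 4 h at room temperature, then cultured overnight at 37 C. Thallium flux was read with FluxOr dye. Rate constants were normalized to DMSO controls.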
ASM inhibitor – blocks human secretory acid sphingomyelinase; P17405; actives 0.006% (n = 340,000); placental ASM, HMU-PC fluorogenic substrate, 60 min; AID 504937; Potency, µM (doses to about 57.5 µM), for inactives: at the highest dose activity change, negative = inhibition, hits mostly inhibitors; note: potency is the fitted concentration of half-maximal effect
Target sequence (P17405 47-631 limits assumed): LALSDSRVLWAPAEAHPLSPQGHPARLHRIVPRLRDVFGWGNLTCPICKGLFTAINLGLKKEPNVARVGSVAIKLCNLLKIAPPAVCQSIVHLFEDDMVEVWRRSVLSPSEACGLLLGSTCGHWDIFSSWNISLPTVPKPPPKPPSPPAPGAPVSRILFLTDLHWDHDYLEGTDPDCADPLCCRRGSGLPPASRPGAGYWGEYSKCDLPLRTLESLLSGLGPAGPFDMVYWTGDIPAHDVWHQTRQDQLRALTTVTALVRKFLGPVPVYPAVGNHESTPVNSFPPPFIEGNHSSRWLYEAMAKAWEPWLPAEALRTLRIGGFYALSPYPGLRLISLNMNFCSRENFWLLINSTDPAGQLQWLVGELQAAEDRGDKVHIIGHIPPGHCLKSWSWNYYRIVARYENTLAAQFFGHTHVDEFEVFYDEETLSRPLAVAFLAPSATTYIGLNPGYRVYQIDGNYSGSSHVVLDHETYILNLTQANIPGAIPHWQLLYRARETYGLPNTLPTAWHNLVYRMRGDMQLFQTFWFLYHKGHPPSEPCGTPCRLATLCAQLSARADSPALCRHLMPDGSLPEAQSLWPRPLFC
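Fluorogenic HMU-PC substrate (9 uM final) is turned over by placental ASM in 60 min at 37 C after a 10 min compound preincubation. Reaction ended by alkaline stop (pH 10), with fluorescence read at 386/447 nm.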
GALK inhibitor – inhibitors of human galactokinase; P51570; Purified GALK, Kinase-Glo residual ATP luminescence; Potency, µM (titrated, usually from 57.5 µM), for inactives: at the top dose activity change, negative = inhibition, most hits filed as inhibitors; actives 0.007% (n = 270,000); note: potency is the fitted concentration of half-maximal effect; % is set by controls: 0 for no effect and ±100 for the full control effect
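Human GALK (5 nM) with 35 uM ATP and 100 uM galactose in 20 mM HEPES pH 8.0, 5 mM MgCl2, 60 mM NaCl, 1 mM DTT, 0.01% BSA. After 1 h at room temperature, leftover ATP was read by Kinase-Glo Plus luminescence.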
A-T KAP1 phos – candidate therapy for ataxia-telangiectasia; […] A-T fibroblasts, KAP-1 phosphorylation AlphaLISA; neocarzinostatin DNA damage 30 min before lysis; Potency, µM (doses to about 57.5 µM), for the others: at the top dose activation, most hits filed as activators; actives 0.19% (n = 320,000); note: potency is the fitted concentration of half-maximal effect; % of control where 0% means no effect; nearly all actives have a fitted effect of over 45% in size
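hTERT-immortalized A-T patient fibroblasts ([…]), 500 cells/well in OPTI-MEM, 1% FBS, got compounds for 60 min, then NCS for 30 min at 37C. Lysates were then assayed for phospho-KAP-1 by AlphaLISA (anti-pKAP1 donor, anti-KAP1 acceptor beads), 6 hr at 25C.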
MLL CXXC-DNA inh – blocks binding of human MLL CXXC domain to DNA; Q03164; MLL-CXXC / FITC-HOXA9 DNA fluorescence polarization; Potency, µM (series often up to 115 µM), inactives show at the highest dose activity change, negative = inhibition, usual class: inhibitors; actives 0.037% (n = 290,000); active = well fitted inhibition curve with a large enough effect in the polarisation, with a control signal flat, not every such curve was filed as active; inconclusive = small, poorly fitted or top-dose-only effect, or effect the other way, or a change in a side signal; inactive = no such curve, though single readings can be large or run the other way; the % refers to the polarisation; note: potency is the fitted concentration of half-maximal effect
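Steps: dispense CXXC domain solution (7 uM) → pin compounds or unlabeled HOX-A9 DNA control → 5 min ambient → add FLSN-HOX-A9 solution (50 nM) → spin → 30 min ambient → fluorescence polarization. Tris pH 7.5/NaCl/DTT/BSA buffer.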
FBPA coupling cs – counter-screen for Giardia aldolase inhibitors: coupling enzyme system; AID 2472; coupling enzyme system counterscreen, AmpLite Red fluorescence; actives 0.67% (n = 290,000); activity change, negative = inhibition, % at 58.2 µM, hits read low; in the data active = activity change below about -30%; note: % is set by controls: 0 for no effect and ±100 for the full control effect
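Compounds tested against the coupling enzymes alone at 57.5 uM final; readout was AmpLite Red fluorescence (525/598 nm) after 20 min at RT.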
MBNL1-CUG inh – inhibitors of human MBNL1 binding to CUG repeat RNA; Q9NR56; TR-FRET MBNL1-His/biotin-(CUG)12 binding, 665/545 ratio; Potency, µM (titrated, usually from 57.5 µM), without a hit: at the top dose activity change, negative = inhibition, most hits filed as inhibitors; actives 0.036% (n = 280,000); active = well fitted inhibition curve with a large enough effect in the signal ratio, with a control signal flat, not every such curve was filed as active; inconclusive = small, poorly fitted or top-dose-only effect, or effect the other way, or a change in a side signal; inactive = no such curve, though single readings can be large or run the other way; the % refers to the signal ratio; note: potency is the fitted concentration of half-maximal effect; % is set by controls: 0 for no effect and ±100 for the full control effect
Target sequence (Q9NR56 whole entry, looked up): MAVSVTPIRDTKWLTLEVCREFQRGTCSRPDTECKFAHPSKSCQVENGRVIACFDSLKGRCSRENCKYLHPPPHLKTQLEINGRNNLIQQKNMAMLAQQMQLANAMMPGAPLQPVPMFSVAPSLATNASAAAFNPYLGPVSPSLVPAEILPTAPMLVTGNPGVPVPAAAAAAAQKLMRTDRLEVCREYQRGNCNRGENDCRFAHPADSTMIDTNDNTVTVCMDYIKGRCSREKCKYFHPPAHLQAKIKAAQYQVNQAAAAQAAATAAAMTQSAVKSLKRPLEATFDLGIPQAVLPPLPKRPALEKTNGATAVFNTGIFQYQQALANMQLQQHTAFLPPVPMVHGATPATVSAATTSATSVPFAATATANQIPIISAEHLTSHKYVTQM
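Compound titration spanned 92 nM–58 uM against the MBNL1-His/biotin-(CUG)12 complex. After 60 min at room temperature with 5 nM streptavidin-XL665 and 0.055 ng/ul terbium anti-His, ratiometric 665/545 nm emission (Ex 340 nm) normalized to controls.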
Integrin act MD – integrin-mediated muscular dystrophy alleviation activation; alpha7betagal myoblasts, beta-gal FDG fluorescence, 48 h; actives 0.064% (n = 350,000); Potency, µM (series often up to 38.3 µM), without a hit: at the highest dose activation, hits mostly activators;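 note: potency is the fitted concentration of half-maximal effect; 100% = response of the positive control SU9516; nearly all actives have a fitted effect of over 60% in size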
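alpha7betagal+/- myoblasts (passage 13, 250/well) treated 48 h at 37C with compounds at 1:260 dilution of DMSO stock. Lysed, then beta-galactosidase activity read as FDG fluorescence (ex 480/em 540) after 30 min, with pre-read for autofluorescence.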
An asterisk follows results filed as active; i = inactive; ? = inconclusive; / = not tested or not shown; [ ] = another dose, or the depositor's remark. Unless noted, calls come from the whole dose curve; as a rule, active = well fitted curve in the direction sought with a large enough effect; inconclusive = small, poorly fitted or top-dose-only effect, or another doubt; inactive = no such curve, though single readings can be large; an effect the other way counts as inactive or inconclusive.

SMILES	TRPV1 ag	KCNH2 3.1 block	hERG WT inh	ASM inhibitor	GALK inhibitor	A-T KAP1 phos	MLL CXXC-DNA inh	FBPA coupling cs	MBNL1-CUG inh	Integrin act MD
O=C(Oc1ccc(Cl)cc1)c1ccc(N2CCOCC2)c([N+](=O)[O-])c1	-14.4	14.2	-2.6	-5.5%	-1.6%	5.9%	6.7%	0.6	?	?
Cc1cc(C)n2nc(C(=O)OCC(=O)c3ccccc3)nc2n1	/	2.1	3.3	4.9%	/	1.7%	/	/	/	25.0%
Cc1ccc(C(=O)CC(C(=O)O)n2ccc(C)n2)cc1 (stereo not given)	-0.3	-7.1	-11.3	1.7%	-2.3%	5.8%	5.3%	4.6	-1.9%	6.3%
CCCCN1CNC(=S)N(Cc2ccccc2)C1	4.1	4.1	-14.5	3.9%	0.2%	-1.0%	-1.3%	0.1	-8.9%	21.0%
COc1c(C)cc(C(=O)C2CCCN(C(=O)CCc3scnc3C)C2)cc1C (stereo not given)	?	-1.3	-2.5	-1.6%	0.5%	0.5%	-10.5%	2.4	-23.5%	-34.4%
COc1ccc(NC(=O)CCN2C(=O)[C@@H]3[C@H](C2=O)[C@H]2C=C[C@@H]3C2)cc1	-0.7	-21.1	-6.4	4.4%	4.4%	-3.8%	-0.4%	5.0	-0.6%	5.8%
COc1ccc(-c2cc(C(F)(F)F)nc(N3CCOCC3)n2)cc1OC	-0.6	1.8	2.7	29.4%	-4.1%	-0.5%	-7.0%	-3.5	-5.4%	12.0%
COCCNC(=O)c1ccc2c(c1)C(=O)c1ccccc1-2	26.5	2.8	-0.7	-0.3%	-0.2%	12.3%	10.2%	-1.9	?	5.9%
ClCc1csc(-c2ccccc2Cl)n1	0.7	5.7	-2.3	-0.5%	-2.2%	-18.4%	-5.4%	-0.2	4.8%	-16.1%
C=CCn1c(C)nnc1SCC(=O)Nc1ccccc1C(=O)NC1CC1	-0.6	-5.2	-2.9	/	/	5.9%	/	/	/	0.0%
CC(C)COP(=O)(OCC(C)C)C(O)c1ccc2c(c1)OCO2 (stereo not given)	25.7	3.5	14.6	0.0%	6.0%	19.2%	-7.2%	-0.8	-6.7%	24.5%
CC1CCCN(c2ccc([N+](=O)[O-])s2)C1 (stereo not given)	4.0	-16.3	-2.7	-14.5%	-0.2%	-11.3%	38.9%[activator]	2.0	?	4.0%
COC(=O)c1ccc(N/N=C/c2cc([N+](=O)[O-])cc(OC)c2O)cc1	-0.1	-6.3	-21.2	?	-0.6%	-0.7%	0.4%	1.1	1.7%	-32.8%
Cc1csc(NC(=O)C2C3C=CC(O3)C2C(=O)O)n1 (stereo not given)	1.7	-0.1	-7.6	-0.5%	0.3%	1.7%	1.1%	0.9	-0.8%	7.5%
O=C(c1ccc([N+](=O)[O-])cc1)N1CCN(Cc2ccccc2)CC1	-1.4	-7.6	63.2	0.9%	0.5%	9.5%	-9.4%	3.1	?	-21.0%
C=C(C)C(O)CC/C(C)=C/Cc1c(O)ccc(C(=O)/C=C/c2ccc(O)cc2)c1O (stereo not given)	/	4.8	2.7	-23.2%	/	-1.4%	/	/	/	-21.9%
O=C(COC(=O)CCc1ccccc1)NNC(=O)c1ccccc1	/	-2.2	-2.4	2.8%	/	0.5%	/	/	/	2.3%
Cc1ccc2nc3n(c2c1)CCCN3	5.7	29.7	-3.3	-1.1%	/	10.4%	/	/	/	23.4%
O=C(N/N=C/c1ccc(F)c(F)c1)c1cccc(S(=O)(=O)N2CCCCC2)c1	?	-6.6	-6.0	-7.9%	/	-6.6%	/	/	/	2.8%
Cc1ccc(-n2ncc3c(NNC(=O)c4ccco4)ncnc32)cc1C	1.2	18.0	-1.4	-0.5%	-2.5%	3.8%	3.7%	/	1.6%	-10.0%
Cn1nccc1C(=O)N1CCC(Cc2ccccc2)CC1	5.3	-0.1	7.1	0.8%	-1.1%	6.1%	1.0%	/	1.8%	0.7%
CCOc1ccccc1N1CCN(C(=O)CN2C(=O)NC3(CCCC3)C2=O)CC1	-1.1	-14.8	-2.3	0.9%	/	-5.6%	/	/	/	-19.1%
Cc1ccc(C2CCN(C(=S)NC(C)C)C2)cc1 (stereo not given)	24.4	-11.8	-1.9	3.1%	0.2%	-1.0%	9.5%	-0.2	1.8%	-13.3%
CCOc1ccc(N(CC(=O)Nc2ccc(C)cc2)S(=O)(=O)c2c(C)noc2C)cc1	/	8.8	5.6	-10.4%	0.7%	10.3%	3.0%	-0.5	2.0%	-21.2%
CC1(C)CC(=O)/C(=C\c2cccc([N+](=O)[O-])c2)C(C)(C)N1	-1.0	-17.8	6.2	1.2%	/	-5.3%	-0.6%	2.0	?	-57.4%[inhibitor]
Cc1cccc(NC(=O)CSc2nnc(CCC(=O)Nc3ccc(C)c(Cl)c3)n2C)c1	-4.9	-30.4	9.7	-0.6%	-1.9%	11.4%	28.4%	1.3	?	-7.1%
CCn1ncc(/C=N/N=C2\CCC3C4CCc5cc(O)ccc5C4CCC23C)c1C (stereo not given)	0.6	1.9	3.3	-11.2%	-2.0%	-1.9%	23.8%	-0.3	-3.8%	12.9%
COc1ccc(C(=O)N/N=C\c2ccoc2)cc1	2.0	14.7	5.4	-3.5%	5.6%	6.4%	?	2.0	8.3%	-39.7%
CC(NS(=O)(=O)OCC(Cl)(Cl)Cl)c1ccc(Br)cc1 (stereo not given)	2.2	8.3	-4.8	-7.9%	/	12.1%	-2.8%	2.7	-8.4%	-6.4%
CC(=O)N=c1c(C#N)cc2c(=O)n3cccc(C)c3nc2n1Cc1ccco1	-2.1	25.2	1.6	/	0.1%	-2.1%	4.0%	0.4	160.9%[activator]	-22.8%
O=C(Cc1ccccc1F)Nc1ccc(SC(F)F)cc1	?	/	-7.0	-1.6%	-2.9%	2.1%	-1.7%	-7.0	/	?
CN(CC(=O)NCCN1CCCCCC1)S(=O)(=O)c1cccc2nsnc12	4.6	-12.2	18.9	6.2%	0.7%	-6.9%	9.4%	0.7	?	4.0%
Cc1nnc(NC(=O)CSc2n[nH]c(-c3ccccc3C)n2)s1	1.7	4.5	-0.3	5.0%	10.6%	-0.5%	2.6%	0.0	-2.8%	7.3%
COc1ccc(NC(=S)N2CCN(c3ncccn3)CC2)cc1	-7.5	1.7	i	2.7%	0.4%	-0.6%	8.6%	5.7	-2.1%	11.4%
CCOC(=O)c1c(NC(=O)CSc2nnnn2C)sc(CC)c1C	6.4	-1.8	-11.8	-2.8%	-4.2%	5.7%	-1.4%	-0.6	-1.2%	-11.0%
COc1ccc(-c2ccc(CCC(=O)O)n2CC(=O)Nc2ccccc2C)cc1	11.3	19.2	1.0	57.0%[activator]	2.6%	-9.1%	-0.5%	7.5	-1.5%	18.8%
CCOc1ccc(/C=N/NC(=O)COc2ccccc2-c2ccccc2)cc1	0.4	-25.3	-0.5	-6.7%	/	3.9%	9.5%	-3.6	8.3%	-21.4%
CC(C)(C)c1ccc(NC(=O)Cn2cnc3cc([N+](=O)[O-])ccc3c2=O)cc1	-1.0	-2.5	7.3	-0.7%	0.8%	-4.6%	9.2%	1.0	?	-31.6%
CCCCCCCCCC[N+](C)(C)CC/C=C1/c2ccccc2Sc2ccc(Cl)cc21	5.7	-2.5	-15.0	?	-1.0%	3.5%	1.9%	-2.6	2.4%	-56.6%[inhibitor]
O=C1OC[C@H]2CCCN2C(=O)[C@@H](CC(=O)N(CCO)Cc2ccccc2)C/C=C\CC[C@@H]1Cc1ccc(F)cc1	/	11.6	5.4	2.0%	/	3.5%	/	/	/	-12.2%
COc1ccc(/C(N)=N/OC(=O)/C=C/c2ccccc2)cc1	3.4	-2.5	-3.0	9.0%	2.5%	20.2%	-2.0%	-2.5	6.2%	-2.9%
CCCC1C(=O)N2C(N(C)C)=Nc3ccc(C)cc3N2C1=O (stereo not given)	-1.3	3.8	-0.7	-16.6%	/	-8.1%	/	/	/	/
CC(Nc1cc(N2CCN(C(=O)C(C)(C)C)CC2)ccc1[N+](=O)[O-])c1ccccc1 (stereo not given)	?	-5.1	7.1	-25.3%	1.3%	2.9%	1.0%	-9.2	?	-0.1%
COc1ccc(CCNC(=O)C(=O)NCC2OCCN2S(=O)(=O)c2ccc(F)cc2)cc1OC (stereo not given)	8.8	0.0	1.0	6.2%	/	-2.2%	/	-0.1	1.5%	-2.3%
C=CCNC(=O)c1ccc(OC)cc1OC	0.0	-10.1	4.3	-0.2%	-2.7%	3.8%	-15.4%	0.0	4.9%	-11.4%
